High-throughput results from PubChem BioAssay.
CTSL1 counter: blocks F. hepatica cathepsin L1 in PFM18AAP counter-screen; recombinant F. hepatica cathepsin L1, Z-Leu-Arg-MCA fluorescence; actives 0.49% (n = 300,000); inhibition, % at 5.96 µM;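 active means inhibition above the mean of all tested compounds plus 3 SD, set per screening campaign, cut at about 17% in these data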;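 further: 0% = plate median of test compound wells and 100% = 1 µM Z-Phe-Ala-diazomethylketone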
Efflux pump mplx: antifungal efflux pump inhibition, Nile Red retention; S. cerevisiae Candida pump triplex; AID 485275; actives 0.44% (n = 330,000); inhibition, % at 10 µM;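 active means plate passing quality check with inhibition over a set limit, or well fluorescence over plate mean plus 4 SD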;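 further: Nile Red retained in pooled yeast measured as flow cytometry median fluorescence; 0% = buffer negative control and 100% = Enniatin B positive control; higher means more Nile Red kept so more efflux inhibition; some compounds called inactive have numbers as strong as hits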
PP5 primary: inhibitors of human protein phosphatase 5 (PP5). purified PP5c, OMFP substrate fluorescence. inhibition, % at 6.7 µM. actives 0.18% (n = 320,000). AID 1987;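 active means inhibition above the campaign's mean inhibition across all tested compounds plus 3 SD, cut at about 9.5% in these data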;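 further: 0% = DMSO only and 100% = 100 µM cantharidin control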
TPT1 inh: C. albicans TPT1 enzyme inhibition | recombinant caTPT1, FP RNA substrate dephosphorylation | inhibition, % at 5 µM | actives 0.81% (n = 300,000) | AID 1962;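 active means inhibition above the mean of all tested compounds plus 3 SD, set per screening campaign, cut at about 24% in these data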;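 further: plate controls were DMSO alone for no effect and ferristatin control at 100 nM for full effect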
LYPLA2 counter: blocks human lysophospholipase 2, a PME1 counter-screen; actives 0.38% (n = 320,000); recombinant LYPLA2, FP-Rh probe fluorescence polarization; inhibition, % at 5.9 µM; AID 2177;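 active means inhibition above the screen-wide mean plus 3 SD, limit set per campaign, cut at about 26% in these data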;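 further: 0% = LYPLA2 with DMSO and 100% = wells lacking LYPLA2 enzyme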
Target sequence (O95372 whole entry, looked up): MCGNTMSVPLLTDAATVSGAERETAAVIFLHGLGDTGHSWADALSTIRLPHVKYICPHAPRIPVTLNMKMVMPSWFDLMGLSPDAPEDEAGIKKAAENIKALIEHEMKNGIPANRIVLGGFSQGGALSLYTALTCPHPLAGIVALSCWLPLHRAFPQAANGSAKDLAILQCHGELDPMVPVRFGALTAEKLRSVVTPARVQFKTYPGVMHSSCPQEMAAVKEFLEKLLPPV
PREPL inhibitor: human PREPL enzyme inhibition; recombinant PREPL, fluorescence polarization activity-based probe; actives 0.68% (n = 320,000); AID 2751; inhibition, % at 5.96 µM; in the data active means inhibition above about 43%;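 further: 0% = enzyme with DMSO and 100% = wells lacking enzyme; many of its hits are not listed in these tables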
PP1 inh: counter-screen for PP5 inhibitors: inhibitors of human PP1-alpha. P62136. purified PP1alpha, OMFP fluorescence. inhibition, % at 6.7 µM. actives 0.9% (n = 320,000). AID 2235;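 active means inhibition above the mean inhibition of all tested compounds plus 3 SD, computed separately for each screening campaign, cut at about 15% in these data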
Target sequence (P62136 whole entry, looked up): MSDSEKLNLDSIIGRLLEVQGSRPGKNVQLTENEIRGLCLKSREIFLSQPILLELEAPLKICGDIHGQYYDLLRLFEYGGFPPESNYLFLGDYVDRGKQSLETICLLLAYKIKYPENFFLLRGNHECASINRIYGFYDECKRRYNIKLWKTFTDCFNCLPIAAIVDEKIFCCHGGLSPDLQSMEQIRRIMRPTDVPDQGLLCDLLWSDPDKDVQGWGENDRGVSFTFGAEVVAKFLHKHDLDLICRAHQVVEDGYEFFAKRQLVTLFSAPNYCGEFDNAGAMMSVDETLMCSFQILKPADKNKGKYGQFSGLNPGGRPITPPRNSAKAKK
HCV core dimer: HCV core protein dimerization inhibition | actives 0.33% (n = 300,000) | inhibition, % at 5 µM | TR-FRET GST/Flag-core106 dimerization, 1536-well;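 active means inhibition above the mean of all tested compounds plus 3 SD, set per screening campaign, cut at about 45% in these data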
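test system = GST/Flag-tagged HCV core106 proteins | probe or stimulus = Eu donor and XL665 acceptor anti-tag antibodies | times = compound-protein-antibody incubation 4 h at 22.5 °C | signal = TR-FRET, excitation 340 nm, emission 617 and 671 nm | measure = percent inhibition of core106 dimerization signal | controls = wells lacking GST-core106 and wells with excess unlabelled core106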
JMJD2C inh: human JMJD2C demethylase inhibition; Q9H3R0; GST-JMJD2C(1-420) H3K9me3 demethylation, DELFIA europium; inhibition, % at 2.35 µM; actives 0.069% (n = 330,000);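 active means more than half of a compound's replicate wells show inhibition beyond 50%, single wells judged on their own value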;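 further: signal counts dimethyl H3K9 product captured on neutravidin plate; 0% = median of DMSO wells and 100% = 0.3 times that DMSO median; strong numbers were not always called active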
Target sequence (Q9H3R0 1-420 limits assumed): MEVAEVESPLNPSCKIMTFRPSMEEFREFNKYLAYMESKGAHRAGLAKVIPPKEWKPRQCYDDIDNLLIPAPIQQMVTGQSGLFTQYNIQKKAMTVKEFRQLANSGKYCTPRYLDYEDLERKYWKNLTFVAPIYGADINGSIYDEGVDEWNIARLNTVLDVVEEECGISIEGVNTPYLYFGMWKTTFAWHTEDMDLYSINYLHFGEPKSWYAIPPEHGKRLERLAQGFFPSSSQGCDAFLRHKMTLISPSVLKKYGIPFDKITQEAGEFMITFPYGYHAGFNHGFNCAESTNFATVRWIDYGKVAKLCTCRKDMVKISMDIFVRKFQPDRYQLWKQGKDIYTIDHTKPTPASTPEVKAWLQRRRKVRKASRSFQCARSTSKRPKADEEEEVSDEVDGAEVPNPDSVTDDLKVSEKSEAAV
An asterisk follows results filed as active; / = no result given. Some of the compounds tested; count on the stated rates, not on these rows.

SMILES | CTSL1 counter | Efflux pump mplx | PP5 primary | TPT1 inh | LYPLA2 counter | PREPL inhibitor | PP1 inh | HCV core dimer | JMJD2C inh
Cc1ccccc1Nc1nc(N)nc(CSc2ccc(F)cc2)n1 | -3 | 0.0 | -1.6 | -1 | -2 | 0 | 0 | 0 | -9
CCOC(=O)c1c(NC(=O)C2C3C=CC(C3)C2(C)C(=O)O)sc2c1CCCC2 (configuration not stated) | -1 | 0.3 | 1.9 | 0 | -2 | 11 | 2 | -12 | 0
CCN1CCN(CCCNC(=O)c2ccc3c(Cl)c4c(nc3c2)CCCC4)CC1 | -1 | 0.1 | 2.9 | 3 | -5 | 8 | -2 | 2 | 2
Cc1cccc2cc(CN(Cc3ccccc3)C(=O)N(C)C)c(=O)[nH]c12 | -1 | -0.1 | 0.1 | 1 | 1 | -5 | -2 | 3 | -3
O=C(c1ccc(Cl)cc1)c1cn[nH]c1-c1ccccc1O | 0 | -0.2 | 0.1 | -1 | 1 | 5 | 2 | -6 | -1
CC(c1ccco1)N(C(=O)C12CC3(C)CC(C)(CC(C)(C3)C1)C2)c1ccccn1 (configuration not stated) | 4 | 0.1 | 1.6 | -6 | 4 | -3 | -3 | 3 | 13
CN(C(=O)c1ccc(S(=O)(=O)N2CCCCC2)cc1)C1CCS(=O)(=O)C1 (configuration not stated) | -4 | 0.3 | -2.0 | -1 | 4 | 14 | -4 | 1 | 63
Cc1ccc(S(=O)(=O)NC2=NCN(C3CCCCC3)CN2)cc1 | -1 | -0.1 | 0.7 | 0 | 9 | -2 | -5 | -1 | 111
CCOC(=O)C1C(=O)CC(C)(O)C(C(=O)OCC)C1c1ccc(Br)cc1 (configuration not stated) | 0 | 0.2 | 0.6 | -1 | 14 | 1 | -3 | 0 | -15
NS(=O)(=O)c1cccc(NC(=O)C(Cc2ccccc2)NC(=O)c2ccccc2)c1 (configuration not stated) | 0 | 0.1 | 2.3 | -1 | 3 | 14 | 1 | -14 | -1
CCOC(=O)/C=c1\s/c(=C\c2ccccc2C)c(=O)n1CC(=O)NCc1ccc2c(c1)OCO2 | 3 | 0.0 | -1.6 | 41* | -7 | -4 | 6 | 27 | 1
O=C(CN(Cc1ccccc1)C(=O)CCC(=O)Nc1nccs1)NCc1ccco1 | 0 | 0.1 | -1.1 | 7 | 0 | 0 | -3 | 1 | 1
COc1ccc(/C=C/C(=O)c2sc(-c3ccccc3)nc2C)cc1 | 4 | -0.3 | 3.0 | 2 | -5 | 10 | -5 | -2 | 21
Cc1cc(S(=O)(=O)Nc2ccc(C(=O)N3CCN(C(=O)c4ccco4)CC3)cc2)ccc1F | -1 | 0.0 | 3.4 | -3 | 6 | 2 | 1 | -2 | 2
O=C(C1CCN(S(=O)(=O)N2CCC3(CC2)OCCO3)CC1)N1CCN(Cc2ccccc2)CC1 | -6 | 0.1 | 1.6 | -1 | -5 | 1 | -1 | 0 | -4
COC(=O)C1=C(C(=O)OC)[C@@H]2N(C)c3ccccc3[C@@]23C[C@@H](C(=O)OC)N(C(=O)c2cccs2)C3=N1 | -2 | -0.1 | 2.8 | -4 | 1 | -1 | -1 | -2 | -2
CN(C)S(=O)(=O)c1ccc(N2CCCC2=O)c([N+](=O)[O-])c1 | -3 | -0.4 | 1.2 | -2 | 12 | 14 | 1 | -16 | 8
Cc1ccccc1-n1nnnc1SCC(=O)N(C)C1CCS(=O)(=O)C1 (configuration not stated) | -1 | 0.0 | -1.4 | -2 | -1 | -3 | -2 | -1 | 0
Oc1c(C(c2cccs2)N2CCC3(CC2)OCCO3)sc2ncnn12 (configuration not stated) | 9 | -0.1 | 1.8 | -3 | 3 | 5 | 0 | -20 | -18
O=C(C1CCN(S(=O)(=O)c2ccc(Cl)cc2)CC1)N1CCN(c2ccccn2)CC1 | / | 0.9 | 0.1 | / | 3 | 17 | 0 | / | -15
CN(C)c1ccc(/C=C/C(=O)c2ccccc2)cc1[N+](=O)[O-] | 8 | -0.1 | -0.1 | -2 | 8 | 25 | 2 | -1 | 1
CC(NC(=O)c1ccco1)c1nc(-c2ccccc2)no1 (configuration not stated) | -2 | -0.2 | -0.2 | -3 | 10 | 1 | -1 | -6 | -2
Cc1cc(C(=O)N/N=C2\CC(=O)CC(C)(C)C2)c(C)n1-c1ccc(F)cc1 | -5 | -0.1 | 0.0 | 1 | -1 | 1 | 5 | 35 | 1
O=C(c1ccc2nccnc2c1)N1CCN(c2ccccc2)CC1 | 0 | 0.0 | 1.7 | 1 | 9 | 15 | 1 | 0 | -27
CCCCNC(=O)C(=O)N/N=C/c1ccc(OCC(=O)Nc2cccc(OC)c2)c(OC)c1 | 4 | -0.1 | -2.2 | 1 | 0 | 6 | 14 | -3 | -7
O=C(NCCN1CCOCC1)C(=O)NCC1OCCCN1S(=O)(=O)c1ccc(F)cc1 (configuration not stated) | 8 | 0.0 | 0.5 | -4 | -8 | -6 | -11 | -7 | -3
COc1ccc(CNC(=O)C(c2cccs2)N(Cc2ccco2)C(=O)Cc2cccs2)cc1 (configuration not stated) | -1 | 0.0 | 2.7 | 2 | -2 | -4 | 4 | 29 | -4
COc1ccc2cc(CN(CC3CCCO3)C(=S)NCc3ccco3)c(=O)[nH]c2c1 (configuration not stated) | 2 | 0.3 | 3.1 | 6 | 0 | -17 | 0 | 11 | 12
CCC12CN(C(=O)c3ccc(C)cc3)CC(CC)(CN(C(=O)c3ccc(C)cc3)C1)C2=O | 2 | -0.2 | -2.0 | -3 | 4 | -3 | -1 | 8 | -3
COCCCNC(=S)Nc1ccc2c(c1)OCCO2 | -1 | -0.2 | 2.2 | -4 | 3 | 1 | -1 | -2 | -14
COC(=O)c1cc(Oc2ccc(C(=O)OC)cc2N)cc(C(=O)OC)c1 | 2 | 0.0 | 3.8 | -1 | 5 | 5 | 3 | -1 | -8
CNC(=O)NC(=O)CN1C(=O)NC2(CCOc3ccccc32)C1=O (configuration not stated) | 0 | 0.0 | -1.0 | 0 | 0 | 13 | -1 | -1 | 14
c1ccc(-c2nc3c([nH]2)CCc2nonc2-3)cc1 | -3 | 0.3 | 2.7 | 5 | 0 | 3 | -3 | -6 | -21
Cc1ccccc1Cn1c(C)nc2ccccc21 | 3 | 0.0 | -2.6 | 0 | 3 | 2 | -2 | 4 | 1
CC(C)OC(=O)CSc1nnc(-c2ccc(C(C)(C)C)cc2)n1N | 2 | -0.1 | 1.1 | -2 | 1 | 13 | -1 | -2 | 0
COc1ccc(S(=O)(=O)N2CCC(C(=O)Nc3cc(Cl)ccc3N3CCOCC3)CC2)cc1OC | 3 | 0.2 | 0.9 | -4 | 9 | 9 | 0 | 5 | -4
CCc1n[nH]c2c1C(=O)CC(C)(C)C2 | -2 | 0.3 | 0.7 | 3 | -4 | 8 | -2 | 7 | 4
O=C1N(c2ccccc2C(F)(F)F)O[C@@]1(c1ccccc1)C1CCCCC1 | / | 0.0 | 1.1 | / | 4 | 10 | -3 | / | 0
CCCCn1cnc2sc3c(c2c1=N)CCCC3 | 3 | 0.0 | 1.3 | -3 | 1 | 22 | 0 | 0 | -8
CNC(=O)Cn1nc(-c2ccc(C)cc2)c2ccccc2c1=O | 3 | -0.1 | -2.5 | -3 | 3 | 10 | -2 | -17 | -6
CCOC(=O)CSc1nc(Cc2ccccc2)nc2ccccc12 | 0 | 0.0 | 2.4 | -1 | 2 | 3 | 0 | 11 | 7
O=C(/C=C/c1c(F)cccc1Cl)N1CCc2ccccc2C1 | 3 | -0.2 | 0.6 | 3 | 4 | -10 | 0 | 8 | 7
Cc1cccc(N=C2NC(=O)/C(=C\c3cccs3)S2)c1 | 0 | -20 | -1.0 | 4 | -6 | 10 | 4 | 15 | -4
COc1ccc(OCCNC(=O)c2ccccc2Cl)cc1 | -1 | 0.2 | 1.8 | 1 | -5 | 5 | -4 | 3 | 7
COC(=O)C1=C(O)/C(=C\c2ccc(CNS(=O)(=O)c3ccccc3)o2)N=C1C | 6 | -0.4 | 3.6 | -1 | 0 | 19 | 0 | -10 | 5
Cc1cc(OCC(=O)Nc2ccc(Br)cc2)cc2c1C(=O)CC(C)(C)O2 | 5 | 0.1 | 4.5 | -4 | -34 | 28 | 4 | -3 | 5
COc1cc2ncnc(NCCc3ccccc3)c2cc1OC | -3 | -0.1 | -0.2 | 0 | 6 | 14 | -4 | 4 | 1
CC(C)Oc1cccc(C(=O)NC(=S)Nc2cccnc2)c1 | -3 | -0.2 | 1.6 | -2 | 14 | -2 | 0 | -4 | 7
CCOc1ccc(/C=N/NC(=O)c2csc(C)c2C)c(OCC)c1 | 1 | 0.1 | 2.3 | 1 | -2 | 10 | 2 | 11 | 7
COc1ccc(/C=N/Nc2cc(C)nc(-n3nc(C)cc3C)n2)cc1 | 2 | 0.0 | 7.2 | -4 | -1 | 13 | 39* | 0 | -13

Continued.
SMILES | CTSL1 counter | Efflux pump mplx | PP5 primary | TPT1 inh | LYPLA2 counter | PREPL inhibitor | PP1 inh | HCV core dimer | JMJD2C inh
CCOC(=O)c1ccc(NC(=O)Nc2ccon2)cc1 | -4 | -0.1 | -0.7 | 1 | 4 | -2 | -1 | -1 | -1
COc1ccc(OC)c(NC(=O)c2ccc(N3C(=O)C4CC=C(C)CC4C3=O)cc2)c1 (configuration not stated) | -2 | 0.1 | 2.4 | -2 | 7 | -12 | -2 | 2 | 5
Fc1cccc(Cl)c1CSc1nnc(CN2CCOCC2)n1-c1ccccc1 | -1 | 0.0 | 2.0 | 0 | -4 | 13 | 5 | 2 | -2
Cc1ccc(-n2[nH]c(C)c(CCC#N)c2=O)cc1 | 0 | -0.1 | 0.2 | -6 | 1 | 28 | 1 | -13 | -16
CC1CC(C)CN(S(=O)(=O)c2ccc(C(C)(C)C)cc2)C1 (configuration not stated) | 0 | 0.2 | 1.2 | -3 | 3 | -1 | 0 | 5 | -26
COc1ccc(S(=O)(=O)N2CCN(Cc3ccc4c(c3)OCO4)CC2)cc1 | -1 | 0.2 | -1.8 | 1 | -10 | -6 | 1 | 10 | 6
NC(=O)C1(N2CCCCC2)CCN(C(=S)NC2CCCC2)CC1 | -3 | 0.0 | 3.1 | -1 | 0 | 17 | 2 | -5 | -4
O=C1CCCc2c1cc(-c1ccccc1)n2-c1ccccc1 | 0 | -0.1 | 3.5 | -4 | -7 | 4 | 5 | 6 | 1
Cc1cc2oc(=O)sc2cc1NS(=O)(=O)c1ccccc1 | 0 | 0.0 | -4.0 | 1 | -5 | -5 | -1 | -11 | 5
O=C(CCCn1ncn2c(cc3occc32)c1=O)NCc1ccccc1F | -2 | -0.1 | -2.3 | 0 | 1 | -4 | -3 | -1 | 6
O=C(NCCC1=CCCCC1)c1cccc(S(=O)(=O)N2CCCCC2)c1 | -4 | -0.1 | 0.9 | -2 | 4 | 17 | -3 | 0 | 0
COc1ccc(C)cc1S(=O)(=O)Nc1ccc(F)cc1 | 3 | -0.1 | 1.8 | 1 | 1 | -1 | 1 | -1 | -9

Single records, from the list above.
Record of Cc1ccc(-n2[nH]c(C)c(CCC#N)c2=O)cc1 : CTSL1 counter = 0; Efflux pump mplx = -0.1; PP5 primary = 0.2; TPT1 inh = -6; LYPLA2 counter = 1; PREPL inhibitor = 28; PP1 inh = 1; HCV core dimer = -13; JMJD2C inh = -16
Record of CC1CC(C)CN(S(=O)(=O)c2ccc(C(C)(C)C)cc2)C1 (configuration not stated) : CTSL1 counter = 0; Efflux pump mplx = 0.2; PP5 primary = 1.2; TPT1 inh = -3; LYPLA2 counter = 3; PREPL inhibitor = -1; PP1 inh = 0; HCV core dimer = 5; JMJD2C inh = -26
